GASC-1 inh – inhibitors of GASC-1 histone demethylase, primary screen, biochemical, fluorescence, DELFIA europium; Lysine-specific demethylase 4C (Homo sapiens), Q9H3R0; GST-JMJD2C(1-420) H3K9me3 demethylation; inhibition, % at 2.35 µM; 330,000 compounds, 0.069% hits;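 active means more than half of a compound's replicate wells show inhibition beyond 50%, single wells judged on their own value; inconclusive means some, but no more than half, of replicates pass 50% inhibition; inactive means no replicate passes 50% inhibition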;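 further: signal counts dimethyl H3K9 product captured on neutravidin plate; 0% = median of DMSO wells and 100% = 0.3 times that DMSO median; strong numbers were not always called active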
GRK2 aptamer HTS – compounds blocking aptamer binding on GRK2 – biochemical, human GRK2, bead flow cytometry, HTS, primary screen; Beta-adrenergic receptor kinase 1 (Homo sapiens), P25098; FAM-aptamer displacement from GRK2; inhibition of aptamer binding, % at 10 µM; 330,000 compounds, 0.59% hits; AID 488847, 2010;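 active means inhibition of aptamer binding above 40%, roughly 3 SD of noise, on plates passing a quality check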;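 further: median bead fluorescence of bound FAM aptamer so fluorescent compounds give negative values; no value below 0 was filed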
CIT2 TOR yeast – modulators of CIT2-GFP expression in yeast, primary screen, S. cerevisiae, GFP fusion, multiplex flow cytometry, MLPCN library; GFP response vs DMSO, % at 10 µM; S. cerevisiae CIT2-GFP strain, 3 h; 100 means same as DMSO wells; 320,000 compounds, 0.065% hits; AID 2029, 2009;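 active means GFP response relative to DMSO above a set limit, near the screen mean plus 3 SD, cut at about 150% in these data; inconclusive means Fewer than 70 cells measured for a yeast strain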;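 further: ratio of well median GFP fluorescence to mean of DMSO wells on the plate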
LAP4 TOR yeast – modulators of LAP4-GFP expression in yeast, primary screen, S. cerevisiae, multiplex flow cytometry, MLPCN library; 3 h; median GFP as percent of DMSO wells; 320,000 compounds, 0.34% hits; AID 2023, 2009; GFP response vs DMSO, % at 10 µM;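 active means GFP response vs DMSO above a set limit, about the screen mean plus 3 SD, cut at about 150% in these data; inconclusive means under 70 cell events counted for the yeast strain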
AGP1-GFP MLPCN – modulators of AGP1-GFP expression in yeast TOR pathway, primary screen, cell-based, multiplex flow cytometry, S. cerevisiae, MLPCN library; 320,000 compounds, 0.02% hits; GFP response vs DMSO, % at 10 µM; AID 2066, 2009; 3 h; GFP as percent of DMSO wells;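 active means GFP response relative to DMSO above a set limit, near screen average plus 3 SD, cut at about 150% in these data; inconclusive means fewer than 70 cells counted for the yeast strain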;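 further: median GFP channel fluorescence of the gated AGP1 strain per well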
MEP2-GFP yeast – modulators of MEP2-GFP levels in yeast, primary screen, S. cerevisiae, multiplex flow cytometry, MLPCN library; S. cerevisiae MEP2-GFP strain, 3 h; 100% = DMSO control level; GFP response vs DMSO, % at 10 µM; 330,000 compounds, 0.51% hits;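 active means GFP response versus DMSO above a set limit, roughly screen mean plus 3 SD, cut at about 180% in these data; inconclusive means fewer than 70 cells counted for a yeast strain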;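 further: median GFP fluorescence of the barcode-gated MEP2-GFP cells per well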
VLA-4 inh – inhibition in human VLA-4 binding assay, primary screen, VLA-4 allosteric modulator project, MLPCN library, flow cytometry, VLA-4 expressing cells. ligand binding flow cytometry. AID 2557, 2010. Integrin alpha-4 (Homo sapiens), P13612. 330,000 compounds, 0.2% hits. inhibition, % (about 7 µM as worked out from the volumes in the protocol); in the data active means inhibition above about 50%
Target sequence (P13612 whole entry, looked up): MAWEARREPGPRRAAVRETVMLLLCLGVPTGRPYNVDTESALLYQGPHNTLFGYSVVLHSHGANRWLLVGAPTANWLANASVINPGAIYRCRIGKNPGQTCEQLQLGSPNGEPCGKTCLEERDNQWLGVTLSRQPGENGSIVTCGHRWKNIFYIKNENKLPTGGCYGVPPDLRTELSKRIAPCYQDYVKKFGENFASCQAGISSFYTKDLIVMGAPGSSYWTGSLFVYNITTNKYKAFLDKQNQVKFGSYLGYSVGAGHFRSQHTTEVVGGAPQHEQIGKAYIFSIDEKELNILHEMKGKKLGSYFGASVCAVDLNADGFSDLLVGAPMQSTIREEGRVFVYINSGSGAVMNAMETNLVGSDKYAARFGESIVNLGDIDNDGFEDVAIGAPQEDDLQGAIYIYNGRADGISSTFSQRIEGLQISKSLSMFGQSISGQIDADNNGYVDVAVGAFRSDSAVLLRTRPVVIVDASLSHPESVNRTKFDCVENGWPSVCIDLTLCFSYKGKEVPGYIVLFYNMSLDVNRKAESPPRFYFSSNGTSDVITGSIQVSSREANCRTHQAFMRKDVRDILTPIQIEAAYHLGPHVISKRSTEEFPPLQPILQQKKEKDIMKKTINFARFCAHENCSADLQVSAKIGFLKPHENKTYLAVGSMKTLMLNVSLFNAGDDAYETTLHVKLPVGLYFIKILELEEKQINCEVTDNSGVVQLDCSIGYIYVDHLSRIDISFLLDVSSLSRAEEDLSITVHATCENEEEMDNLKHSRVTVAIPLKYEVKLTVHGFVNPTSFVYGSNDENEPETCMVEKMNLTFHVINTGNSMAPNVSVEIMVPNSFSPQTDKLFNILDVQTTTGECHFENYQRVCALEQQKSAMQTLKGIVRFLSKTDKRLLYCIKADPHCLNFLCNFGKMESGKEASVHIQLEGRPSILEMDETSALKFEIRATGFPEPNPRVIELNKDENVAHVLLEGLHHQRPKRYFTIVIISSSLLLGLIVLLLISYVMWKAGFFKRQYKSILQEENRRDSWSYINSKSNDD
RPL19A-GFP yeast – RPL19A-GFP expression modulators in yeast, primary screen, cell-based, S. cerevisiae, multiplex flow cytometry, MLPCN; S. cerevisiae RPL19A-GFP strain, 3 h; stronger effect = lower value; percent response vs DMSO, % at 10 µM; 330,000 compounds, 0.3% hits;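 active means percent response vs DMSO below 50%; inconclusive means fewer than 70 events counted for the yeast strain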;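 further: median channel GFP fluorescence of the barcoded RPL19A-GFP strain; ratio of sample median GFP to plate DMSO average so 100% = DMSO; lower means less RPL19A-GFP as with rapamycin TOR inhibition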
The depositor's hits bear a star; ? = inconclusive; nt = not tested or not shown; [ ] = dose if it differs, or a comment.

SMILES | MEP2-GFP yeast | GRK2 aptamer HTS | CIT2 TOR yeast | RPL19A-GFP yeast | VLA-4 inh | LAP4 TOR yeast | GASC-1 inh | AGP1-GFP MLPCN
COc1ccc(CCn2c(C(C)C)nc3c(c(=O)c4ccccc4n3C)c2=O)cc1 | 92 | 0 | 95 | 108 | 3 | 85 | 5 | 94
Cc1ccc(NS(=O)(=O)c2ccc(CCC(=O)NCc3cccnc3)cc2)cc1 | 101 | 1 | 101 | 99 | -11 | 106 | 4 | 104
CC(C)CN(C(=O)COC(=O)c1cc2c(s1)CCC2)C1CCS(=O)(=O)C1 (centres undefined) | 96 | 23 | 96 | 95 | -6 | 97 | 6 | 96
Cc1cc(C(=O)N2CCN(c3ccc(F)cc3)CC2)on1 | 107 | 2 | 123 | 98 | -12 | 107 | 6 | 106
COC(=O)c1sc(NC(=O)/C=C/c2ccc(C)cc2)nc1C | 101 | 0 | 98 | 99 | -7 | 126 | -4 | 111
Cc1ccc(-n2ncc(C#N)c2/N=C/N(C)C)cc1 | 267* | 0 | 117 | 92 | -1 | 158* | 8 | 102
COC(=O)c1c(NC(=O)c2cccs2)sc2c1CCC(C)C2 (centres undefined) | 223*[may fluoresce violet] | 0 | ? | 54[may fluoresce violet] | 8 | 97[may fluoresce violet] | 0 | nt
O=C(Nn1cnnc1)c1ccccc1-c1ccccc1 | 94 | 2 | nt | 95 | 6 | 86 | 28 | 99
COc1ccc(CCNC(=O)c2ccc3c(SCC(=O)O)c4c(nc3c2)CCCC4)cc1OC | 91 | 2 | 102 | 96 | 1 | 102 | -1 | 101
CN(CC(=O)Nc1c(F)cccc1F)Cc1cccs1 | 106 | 0 | 92 | 93 | 16 | 89 | 5 | 90
O=C(COc1cccnc1[N+](=O)[O-])NCCc1ccccc1 | 106 | 0 | 109 | 99 | 5 | 108 | 3 | 119
O=C(O)c1ccc(NC(=S)NC(=O)c2cncc(Br)c2)cc1 | 105 | 0 | 101 | 102 | 1 | 99 | -6 | 100
CCCCN(CC)CCNC(=O)c1cn(C)c(=O)c2c1c1ccccc1n2C | 105 | 0 | 103 | 102 | 8 | 88 | 4 | 96
COc1ccc(C(=O)c2coc3ccc(O)c(CN4CCOCC4)c23)cc1 | 100 | 0 | 94 | 95 | 9 | 104 | 5 | 98
COC(=O)CNC(=O)c1ccc(=O)oc1 | 104 | 0 | 101 | 105 | 11 | 101 | 7 | 106
CC(=O)Nc1ccc2c(COC(=O)CC3Sc4ccccc4NC3=O)cc(=O)oc2c1 (centres undefined) | 93 | 10 | 96 | 93 | 3 | 97 | 55 | 98
CC(C)NC(=O)C12CC3CC(C1)CC(C(=O)NC(C)C)(C3)C2 | 105 | 0 | 101 | 101 | -5 | 97 | -13 | 101
Cc1cc(C)nc(-n2nc(C)cc2NC(=O)COC(=O)CCC(=O)c2cccs2)n1 | 102 | 3 | 112 | 100 | -1 | 105 | 5 | 115
O=C(COC(=O)c1cc2c(s1)CCCCC2)NC1CCS(=O)(=O)C1 (centres undefined) | 99 | 0 | 105 | 99 | 12 | 96 | -2 | 108
CC(C(=O)Nc1ccc(S(=O)(=O)N2CCOCC2)cc1)N1CCN(c2ccccn2)CC1 (centres undefined) | 104 | 4 | 88 | 96 | 17 | 95 | -13 | 93
CNC1=C(N(C(C)=O)c2ccc(Br)cc2)C(=O)c2ccccc2C1=O | 92 | 0 | 83 | 93 | 0 | 93 | -26 | 91
Cc1nc(Nc2ccccc2O)c2oc3ccccc3c2n1 | 106 | 0 | 110 | 101 | -1 | 93 | 2 | 98
CCOC(=O)N1CCC(Nc2c(NCCCOC)c(=O)c2=O)CC1 | 105 | 0 | 98 | 95 | 7 | 102 | 0 | 96
CCCN(C(=O)Cn1nc(C)c([N+](=O)[O-])c1C)c1c(N)n(Cc2ccccc2)c(=O)[nH]c1=O | 106 | 1 | 92 | 102 | 15 | 109 | 5 | 108
COc1ccc(NC(=O)C2CCC(CNC(=O)[C@@H]3Cc4ccccc4CN3)CC2)cc1 (some centres undefined) | 99 | 2 | 107 | 97 | 3 | 93 | 1 | 99
COCCCn1c(SCC(=O)N2CCc3ccccc32)nnc1-c1ccco1 | 101 | 0 | nt | 98 | 6 | 94 | 12 | 103
CCOc1cc(CNc2ccc3c(c2)CCC3)ccc1O | 107 | 0 | 114 | 107 | -7 | 99 | -5 | 114
Cc1no[n+]([O-])c1COc1cccc(/C=N/Nc2nncn2N)c1 | 104 | 0 | 103 | 103 | 11 | 100 | 9 | 100
Cc1ccc(S(=O)(=O)N2CCCCC2C)cc1[N+](=O)[O-] (centres undefined) | 105 | 0 | 104 | 103 | -6 | 101 | 10 | 103
Cc1cc(C)n(-c2ccc(Cl)c(C(=O)Nc3cc(C(F)(F)F)ccc3Cl)n2)n1 | 134 | 0 | 100 | 111 | -9 | 111 | 4 | 114
CCc1cc(C(=O)Nc2nnc(C3CC3)s2)sc1C | 101 | 0 | 86 | 103 | 7 | 122 | 3 | 96
O=C(CSc1ncn[nH]1)NCCc1ccccc1 | 97 | 0 | 88 | 94 | 1 | 84 | -8 | 92
CCOc1cc(C)c(-c2onc(C(F)(F)F)c2-c2csc(C)n2)c(O)c1 | 105 | 0 | 115 | 107 | -2 | 110 | -3 | 110
COC(=O)CN1C(=O)[C@H]2[C@@H](c3ccc(C)o3)N3C(=O)CN(Cc4ccccn4)C(=O)[C@@]3(C)[C@H]2C1=O | 90 | 4 | 71 | 96 | 9 | 121 | 0 | 74
COc1ccc(-c2nc(CSCC(=O)N3CCN(C)CC3)c(C)o2)cc1OC | 105 | 6 | 92 | 97 | 16 | 96 | 1 | 96
COC(=O)C1=C(C)N(Cc2ccccc2)C(=O)/C1=C\c1ccco1 | 89 | 3 | 98 | 98 | -3 | 107 | 1 | 103
CCN(CC)C(=O)c1cccc(NC(=O)c2ccccc2OCc2c(C)noc2C)c1 | 100 | 0 | 101 | 105 | 3 | 117 | -5 | 111
O=C(Nc1nnc(COc2ccccc2)s1)C1CCN(S(=O)(=O)c2ccc(Cl)cc2)CC1 | 106 | 2 | 98 | 105 | 7 | 106 | -33 | 108
O=C(Nc1ccccc1F)c1ccc(Br)o1 | 93 | 4 | 67 | 92 | 19 | 111 | -1 | 74
Cc1cc(=S)c2cccc(C)c2[nH]1 | 96 | 1 | 102 | 95 | 9 | 112 | 32 | 104
CCOC(=O)C1CCCN(Cc2nc(Cc3cccc(F)c3)no2)C1 (centres undefined) | 98 | 3 | 106 | 106 | -4 | 88 | 0 | 100
O=C(O)c1[nH]c2ccccc2c1C(c1c(F)cccc1Cl)c1c(C(=O)O)[nH]c2ccccc12 | 115 | 1 | 103 | 106 | 10 | 101 | 7 | 101
CCOc1ccc(C/C(O)=C2\C(=O)CC(C)(C)CC2=NCC(=O)O)cc1OCC | 101 | 1 | 97 | 96 | 11 | 96 | 5 | 99
CC(C)CN(Cc1c(O)ccc2c(=O)c(-c3ccccc3)coc12)CC(C)C | 98 | 0 | 102 | 102 | -6 | 85 | 3 | 98
Cc1cccc(NC(=O)CN2C(=O)NC(Cc3ccccc3)C2=O)c1 (centres undefined) | 92 | 3 | 97 | 97 | -1 | 91 | -7 | 96
CN(C(=O)CN1CCN(c2ccccc2F)CC1)C1CCCc2ccccc21 (centres undefined) | 107 | 3 | 103 | 106 | -13 | 108 | -5 | 100
Cc1ccc(S(=O)(=O)N2CCCCC2)cc1NS(=O)(=O)c1ccccc1F | 105 | 0 | 106 | 105 | 2 | 100 | 0 | 105
CCCc1[nH]nc2c1C(CCC)C(C#N)=C(N)O2 (centres undefined) | 95 | 1 | 91 | 96 | 28 | 95 | -2 | 95
Cc1cc(C)c2ccc3c(C)c(C)nc3c2[nH]1 | 104 | 0 | 93 | 101 | 8 | 108 | nt | 102
OC(c1ccccc1)C(CN1CCOCC1)c1ccccc1 (centres undefined) | 103 | 1 | 99 | 99 | -4 | 101 | -2 | 107

Quoted at random: two entries already listed
SMILES | MEP2-GFP yeast | GRK2 aptamer HTS | CIT2 TOR yeast | RPL19A-GFP yeast | VLA-4 inh | LAP4 TOR yeast | GASC-1 inh | AGP1-GFP MLPCN
CCN(CC)C(=O)c1cccc(NC(=O)c2ccccc2OCc2c(C)noc2C)c1 | 100 | 0 | 101 | 105 | 3 | 117 | -5 | 111
CCOc1cc(C)c(-c2onc(C(F)(F)F)c2-c2csc(C)n2)c(O)c1 | 105 | 0 | 115 | 107 | -2 | 110 | -3 | 110

Following part.
SMILES | MEP2-GFP yeast | GRK2 aptamer HTS | CIT2 TOR yeast | RPL19A-GFP yeast | VLA-4 inh | LAP4 TOR yeast | GASC-1 inh | AGP1-GFP MLPCN
Cc1ccc(NC(=O)c2cc(N3C(=O)C4CC=CCC4C3=O)ccc2N2CCCCC2)cc1 (centres undefined) | 103 | 0 | 104 | 98 | -4 | 105 | -8 | 102
COc1ccccc1Cn1[nH]nnc1=S | 94 | 5 | 94 | 92 | 6 | 97 | 6 | 94
CCC1CCCCN1C(=S)Nc1cccc(S(=O)(=O)N(C)C)c1 (centres undefined) | 87 | 2 | 95 | 97 | 5 | 91 | 2 | 92
Cc1cc(C)c(NC(=O)CN2C(=O)NC3(CCCCC3)C2=O)c(Cl)c1 | 96 | 83* | 91 | 99 | 11 | 102 | -4 | 96
O=C(CN1C(=O)S/C(=C\c2ccccc2F)C1=O)Nc1ccccc1O | 97 | 0 | 102 | 98 | 20 | 83 | 3 | 94
Cc1cc(=O)oc2c(C)c(OCC(=O)NCCN3CCOCC3)ccc12 | 94 | 0 | 90 | 97 | 4 | 92 | 24 | 94
CCOC(=O)N1CCN(C(=O)c2ccccc2NC(=O)c2ccc(C(C)(C)C)cc2)CC1 | 100 | 0 | 98 | 102 | 5 | 96 | -5 | 102
CCOc1ccc(S(=O)(=O)NCCC(=O)Nc2ccncc2)cc1 | 92 | 0 | 96 | 92 | -1 | 103 | -10 | 100
Fc1ccc(C2=Nc3cccc4cccc(c34)N2)cc1 | 114 | 0 | 100 | 107 | 4 | 91 | -2 | 95
O=S(=O)(Nc1ncccn1)c1ccc(NC(=S)NCCc2ccccc2)cc1 | 90 | 0 | 95 | 92 | 10 | 100 | 35 | 97
O=c1cc2oc3cc(O)c(O)cc3c(-c3ccccc3[N+](=O)[O-])c-2cc1O | 127 | 6 | 111 | 106 | -9 | 112 | 57* | 102
O=C(Nc1ccccc1N1CCOCC1)c1ccccc1NS(=O)(=O)c1ccc(F)c(F)c1 | 104 | 2 | 103 | 98 | -3 | 96 | -1 | 99
COc1cccc(C2NC(=O)CCC2[N+](=O)[O-])c1 (centres undefined) | 106 | 0 | 107 | 101 | 4 | 102 | 4 | 111
O=C1c2ccc(-c3ccc(Cl)c(C(F)(F)F)c3)cc2S(=O)(=O)c2cccc(C(=O)N3CCN(c4ccc(Cl)cn4)CC3)c21 | 96 | 0 | 99 | 95 | -7 | 115 | nt | 98

Source: PubChem BioAssay (several laboratories)
